CSM14.1 death rescue: protection against thapsigargin-triggered cell killing – 384-well, CSM14.1, ATP luminescence, primary screen (AID 1222) | CSM14.1 thapsigargin-induced death rescue, ATP luminescence; higher % means a stronger effect | cellular ATP content (survival), % at 20 µM; hits with a dose series show EC50 in µM | 190,000 tested, under 10 active;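 active means EC50 below 50 µM in the dose-response confirmation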;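 further: death triggered by thapsigargin at about 15 µM added after 2 h compound pretreatment; cell ATP read after overnight thapsigargin exposure of roughly 18 to 22 hours; normalized against plate controls of thapsigargin alone and 5% DMSO vehicle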
WT yeast gro inh: growth inhibition of WT yeast, mitochondrial fusion screen | mitochondrial fusion phenotypic screen, WT strain | 190,000 tested, 2.1% active | AID 1362 | inhibition, % at 10 µM; in the data active means inhibition above about 58%; tested in S. cerevisiae
West Nile antiviral: West Nile virus antiviral activity, cell-based, CPE readout (AID 1621) | West Nile virus-infected cells, CPE inhibition; higher % means a stronger effect | 290,000 tested, 0.02% active | one-dose CPE inhibition, % at 10 µM; IC50 in µM for titrated hits; in the data active means a potency from the dose series; inconclusive means CPE inhibition mostly from about 3.7% at the one dose, without a potency; inactive means the rest, 99 in 100 with CPE inhibition below about 2.2%; further: strong numbers were not always called active
SV40 large T antigen: SV40 large T antigen inhibitors, biochemical (AID 1903). SV40 large T antigen ATPase/helicase inhibition assay; higher % means a stronger effect. inhibition, % at 20 µM; hits with a dose series show IC50 in µM. 310,000 tested, 0.39% active; in the data active means a potency from the dose series; inconclusive means inhibition mostly from about 32% at the one dose, without a potency; inactive means the rest, 99 in 100 with inhibition below about 32%; further: strong numbers were not always called active
Dengue-2 NS5 capping: Dengue-2 NS5 methyltransferase inhibitors, primary screen, biochemical, confirmation dose response (AID 588689); Dengue-2 NS5 methyltransferase capping enzyme assay, biochemical; higher % means a stronger effect; one-dose inhibition, % at 25 µM; IC50 in µM for titrated hits; 340,000 tested, 0.3% active; in the data active means a potency from the dose series; inconclusive means inhibition above about 29% without an active follow-up result
RSV antiviral HEp-2: RSV antiviral activity via CPE protection, HEp-2 cells, primary 10 µM value included (AID 2391); HEp-2 cells, RSV-induced CPE inhibition; higher % means a stronger effect; one-dose CPE inhibition, % at 10 µM; IC50 in µM for titrated hits; 310,000 tested, 0.13% active; in the data active means a potency from the dose series; inconclusive means CPE inhibition mostly from about 23% at the one dose, without a potency; inactive means the rest, 99 in 100 with CPE inhibition below about 21%; further: strong numbers were not always called active
XIAP antagonists: XIAP antagonists, biochemical, IAP family, fluorescence polarization (AID 1018) | XIAP BIR domain, fluorescence polarization peptide displacement; higher % means a stronger effect | one-dose displacement, % at 20 µM; IC50 in µM for titrated hits | 200,000 tested, 0.007% active; in the data active means displacement above about 50%; further: a part of the inactive calls stands beside numbers as strong as those of hits
Yfh1-off respiration: mitochondrial function rescue without frataxin homolog – Friedreich's ataxia, plus single-dose screen, dose response (AID 1465); S. cerevisiae Yfh1-off respiration, WST-1 reduction, 72 h; higher fold induction means a stronger effect; fold induction at 50 µM; hits with a dose series show EC50 in µM; 220,000 tested, 0.074% active;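 active means fold induction of absorbance versus untreated yeast above a set limit, then at least 30% activation at any dose in follow-up; inconclusive means repeats straddling the limit, or above it without dose testing; inactive means fold induction below the set limit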;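 further: activators that raise dye reduction in frataxin-depleted yeast; strong numbers were not always called active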
UTI89 phage lysis: inhibition of K1F phage lysis, E. coli UTI89, bacterial capsule biogenesis inhibitors, alamar blue (AID 488966); E. coli UTI89 K1F phage lysis, alamar blue, 2 h; higher % means a stronger effect; 340,000 tested, 0.02% active; inhibition, % at 100 µM; hits with a dose series show IC50 in µM;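 active means phage lysis inhibition, versus mean bacterial control, above a set limit; inconclusive means no clear call, values can overlap the other calls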;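 further: capsule biogenesis inhibitors block K1F phage lysis so surviving cells raise fluorescence; higher fluorescence means more inhibition of phage lysis; actives were called in the ten point dose series up to 300 µM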
WT yeast gro inh mutant strain: also measured in WT yeast gro inh; calls as there; inhibition, %; mitochondrial fusion phenotypic screen, mutant strain inhibition
Dengue-2 NS5 capping pilot replicate: second read-out of Dengue-2 NS5 capping, no call of its own (marks repeat the call); inhibition, %; measured here: pilot screen replicate inhibition
* = called active by the depositor; i = inactive; ? = inconclusive; · = not tested or not shown; [ ] = dose if it differs, or a comment.

SMILES	CSM14.1 death rescue	WT yeast gro inh	WT yeast gro inh mutant strain	West Nile antiviral	SV40 large T antigen	Dengue-2 NS5 capping	RSV antiviral HEp-2	XIAP antagonists	Yfh1-off respiration	UTI89 phage lysis	others
CCOC(=O)N1CCC(NC(=O)c2cc(COc3c(C)cccc3C)on2)CC1	·	·	·	-0.2%	10%	-6%	?	·	·	0.2%
CC(C)(C)c1ccc(C(=O)Nc2ccc(C(=O)NCc3cccnc3)cc2)cc1	·	·	·	0.9%	-2%	0%	-2.2%	·	·	-1.5%
CCOCc1nnc(NC(=O)COC)s1	-1.8%	1	-3	-0.3%	2%	-7%	0.0%	-5.3%	i	1.5%	Dengue-2 NS5 capping pilot replicate=3.8
O=C(CSc1ccccc1)Nc1ccc(S(=O)(=O)Nc2ncccn2)cc1	·	-2	-12	0.1%	-5%	-4%	2.7%	-8.0%	i	-0.3%
CCOC(=O)N1C2=NC(C(=O)OC)=C(C(=O)OC)[C@@H]3N(C)c4ccc(OC)cc4[C@]23C[C@H]1C(=O)OC	·	·	·	0.1%	17%	-7%	4.2%	·	i	0.7%
COc1cccc(NC(=S)N2CCC(NC(=O)c3ccco3)CC2)c1	·	·	·	0.3%	-3%	-6%	-0.6%	·	·	0.1%
Cc1cc(=O)[nH]c2nnc(-c3ccc(Cl)cc3)n12	·	·	·	0.6%	8%	-1%	1.8%	·	·	0.1%
O=C(CN1CCOCC1)Nc1ccc(Oc2ccccc2)cc1	-4.1%	3	-28	0.1%	7%	-1%	0.5%	-3.3%	i	0.8%
N#Cc1nc(COc2ccccc2)oc1N1CCOCC1	·	-8	-18	·	11%	-4%	2.2%	-0.6%	·	3.5%
O=C(CC1C(=O)NCCN1CC1CCCCC1)NC1(c2ccccc2)CC1 (stereo not drawn)	-1.3%	4	5	0.1%	6%	-8%	-0.5%	-4.7%	i	0.1%
Cc1cccc(OCC(=O)N/N=C/c2cccn2C)c1	·	·	·	0.2%	5%	3%	0.7%	·	i	0.2%
CCC(=O)Nc1cc(Cl)ccc1C(=O)O	-1.6%	-12	-20	0.2%	-11%	-5%	0.8%	-2.6%	i	0.3%
O=C(O)CSc1cc(C(=O)c2cc(F)ccc2O)cn2c(=O)c3c(-c4ccccc4)csc3nc12	·	·	·	0.3%	25%	19%	13%	·	i	0.8%
COc1ccc(OCCC(=O)OCC(=O)Nc2ccc(Br)cc2)cc1	1.4%	4	6	0.9%	-5%	-6%	1.5%	-7.2%	i	0.3%
COc1cc(CC(=O)Nc2sccc2C(N)=O)cc(OC)c1OC	-1.6%	-4	-2	0.2%	-1%	-35%	3.6%	-9.9%	i	1.6%
Cc1ccc(O)c(C2=Nc3ccccc3C2(C)C)c1	-0.8%	56	33	0.7%	10%	-2%	1.6%	-3.9%	i	0.7%
CCc1cc(CNC(=O)c2ccc3nc(Cc4ccc(OC)c(OC)c4)oc3c2)on1	·	·	·	0.0%	-5%	-13%	-1.8%	·	·	0.2%
CCc1ccc(OCC(=O)N2CCN(c3ccccn3)CC2)c(Br)c1	·	·	·	-0.5%	8%	0%	3.8%	·	·	0.0%
Cc1cccc(OCC(=O)N/N=C2/SCC(=O)N2Cc2ccco2)c1	1.3%	-17	-1	-0.9%	4%	-3%	-0.9%	-2.4%	i	3.3%
O=C(Nc1ccnn1C1CCN(Cc2c(F)cccc2Cl)CC1)C1CCCC1	·	·	·	-0.2%	18%	-8%	-0.4%	·	·	0.3%
COc1cc(-c2cccs2)cc(=O)c2c(C)oc(C)c12	7.3%	7	17	0.2%	16%	33%	?	-6.9%	i	3.1%
CC(=O)c1ccc(NC(=S)NNC(=O)c2ccncc2)cc1	-2.2%	-1	-2	-0.3%	13%	-6%	0.5%	-1.4%	i	14%
Nc1nncn1C(=O)CCCN1C(=O)c2ccccc2C1=O	-0.3%	-8	0	0.5%	4%	2%	2.0%	-5.7%	i	0.8%
COc1cccc(C2C(C(=O)NCc3ccccc3)=C(C)Nc3ncnn32)c1 (stereo not drawn)	-1.1%	1	-1	0.6%	15%	4%	1.3%	3.9%	i	-0.1%
O=C(Nc1cccc(O)c1)c1cc(S(=O)(=O)N2CCCC2)ccc1Cl	-0.2%	4	21	-0.3%	6%	·	3.3%	-5.5%	i	-0.2%
Cc1ccc2[nH]c(=O)c(CC=C(Cl)Cl)c(C)c2c1	-0.7%	-17	-44	-0.4%	5%	2%	2.2%	-1.2%	i	0.2%
CCOc1ccc(/C=C/[N+](=O)[O-])c2ccccc12	2.4%	-9	0	1.6%	10%	0%	1.4%	-0.6%	i	-0.1%
CCOC(=O)c1ccccc1NC(=O)CSc1nnc(C(C)C)n1CC	0.1%	3	7	-0.4%	4%	3%	0.5%	-7.5%	i	-0.3%
CCN(CC)CCCNC(=S)N(Cc1cccs1)Cc1cc2cc3c(cc2[nH]c1=O)OCCO3	-3.2%	-5	-15	0.1%	5%	-10%	-1.9%	1.5%	i	-0.4%
Cc1ccc(N2CCN(CCCCN3C(=O)C4CCCN4C3=O)CC2)cc1 (stereo not drawn)	-0.1%	-11	-19	-0.6%	11%	-4%	0.9%	-8.2%	i	1.9%[50 µM]
O=C1C=C(NCc2ccncc2)CC(c2ccccc2)C1 (stereo not drawn)	-0.6%	3	-4	0.1%	-1%	-12%	1.2%	-2.4%	i	0.1%[50 µM]
Cc1cccc(C(=O)Nc2ccccc2C(=O)Nc2ccc(C(=O)O)cc2)c1	·	·	·	0.3%	3%	-5%	1.1%	·	·	0.1%
COc1ccc(C2(c3ccc(OC)cc3)NC(=O)N(CC(=O)N(C)C)C2=O)cc1	·	·	·	0.0%	1%	1%	0.7%	·	·	0.0%
O=C(NNc1ccc(-c2csnn2)cc1)c1ccccc1C(F)(F)F	·	·	·	-0.5%	17%	-2%	1.5%	·	i	4.1%
COc1ccc(CN2CCN(Cc3ccccc3F)CC2)c(OC)c1	·	·	·	-1.0%	8%	5%	2.3%	·	·	0.0%
CCOC(=O)c1c(NC(=O)C2CC2)sc2c1CC(C)(C)OC2	·	·	·	0.3%	12%	-2%	1.7%	·	i	-0.2%
CC(C)(C)c1ccc(C(CC(=O)O)NC(=O)Cc2ccc(Cl)cc2)cc1 (stereo not drawn)	·	·	·	-0.2%	1%	-4%	0.5%	·	·	0.0%
CC(C)C[C@H](NC(=O)c1nc[nH]c1C(=O)NCc1ccccc1)C(=O)OCc1ccccc1	0.4%	11	-6	-0.5%	3%	-10%	2.7%	-1.6%	i	-0.7%
O=C(Nc1ccccc1)Nc1ccc(Br)cc1F	-2.9%	3	1	-0.7%	7%	-7%	12%	-3.4%	i	1.3%[50 µM]
COC(=O)Nc1ccc(S(=O)(=O)N2CCC(C(=O)N3CCCCC3C)CC2)cc1 (stereo not drawn)	-0.3%	-7	17	-1.2%	7%	-3%	-1.0%	-3.2%	i	-1.5%
COc1cccc(NC(=O)CN(C)S(=O)(=O)c2ccc3c(c2)n(C)c(=O)c(=O)n3C)c1	·	·	·	0.1%	11%	4%	1.5%	·	·	0.4%
CCCCNC(=O)CNC(=O)c1nn(-c2ccc(OC)c(Cl)c2)c(=O)c2ccccc12	·	·	·	1.1%	5%	-4%	-0.3%	·	·	0.1%
CCCCOc1ccc(N2C(=O)CC(N(CCc3ccccc3)C(=O)/C=C/C(=O)O)C2=O)cc1 (stereo not drawn)	-1.3%	-11	-21	0.5%	-6%	-5%	0.0%	-2.0%	i	2.9%
CCc1c(C)c2c(C)nn(-c3ccccc3)c2oc1=O	-2.4%	10	3	-0.1%	3%	-6%	6.4%	-1.5%	i	1.5%
CCOC(=O)c1sc(NC(=O)c2ccc(Br)o2)cc1C	-4.8%	19	6	-0.2%	2%	2%	4.7%	-1.2%	i	0.3%
Cc1ccc(S(=O)(=O)C2(C(=O)N3CCN(c4ccccc4F)CC3)CC2)cc1	·	·	·	-0.9%	-1%	-9%	1.4%	·	·	-0.2%
COc1ccc(OC)c(N(CC(=O)NC2CCCC2)S(=O)(=O)c2ccc(OC)c(OC)c2)c1	·	·	·	-0.2%	10%	3%	1.4%	·	·	0.7%
CCCN1CCN(c2ncnc3c2nnn3Cc2ccccc2)CC1	1.7%	-7	-3	·	1%	-4%	1.3%	-5.2%	·	6.5%
CCn1c(SC)nnc1-c1c[nH]c2ccccc12	-0.3%	-9	-3	-0.2%	3%	-4%	3.3%	-14%	i	1.5%
CC(C)CCn1nnnc1CN1CCN(c2ccccc2)CC1	0.7%	-16	7	-1.0%	8%	-9%	3.4%	-7.7%	i	0.3%

As a working copy, two of the compounds above.
SMILES	CSM14.1 death rescue	WT yeast gro inh	WT yeast gro inh mutant strain	West Nile antiviral	SV40 large T antigen	Dengue-2 NS5 capping	RSV antiviral HEp-2	XIAP antagonists	Yfh1-off respiration	UTI89 phage lysis	others
CCn1c(SC)nnc1-c1c[nH]c2ccccc12	-0.3%	-9	-3	-0.2%	3%	-4%	3.3%	-14%	i	1.5%
CC(C)CCn1nnnc1CN1CCN(c2ccccc2)CC1	0.7%	-16	7	-1.0%	8%	-9%	3.4%	-7.7%	i	0.3%

New compounds follow.
SMILES	CSM14.1 death rescue	WT yeast gro inh	WT yeast gro inh mutant strain	West Nile antiviral	SV40 large T antigen	Dengue-2 NS5 capping	RSV antiviral HEp-2	XIAP antagonists	Yfh1-off respiration	UTI89 phage lysis	others
Cc1nc(COc2ccccc2Cl)sc1-c1ccnc(N)n1	·	·	·	0.3%	18%	-6%	-0.8%	·	i	0.8%
c1ccc(Cn2c(-c3cccs3)nc3nc4ccccc4nc32)cc1	-0.9%	1	-25	0.1%	5%	·	·	-6.6%	i	·
COc1ccccc1-c1coc2c(CN3CCCC(C)C3)c(O)ccc2c1=O (stereo not drawn)	·	·	·	-0.3%	-2%	-7%	-0.9%	·	·	1.1%
O=C(O)CN1C(=O)/C(=C\c2cccc(OCc3ccc(F)cc3)c2)SC1=S	·	·	·	-0.2%	20%	43µM*	2.8%	·	·	-3.4%[50 µM]
O=C1CC2(CCCC2)CC(=O)N1CCCCN1CCN(c2ncccn2)CC1	-3.3%	-2	-34	-0.2%	10%	-10%	-2.3%	-11%	i	1.5%
CCOC(=O)c1sc(NC(=O)CSC(=S)N2CCN(C)CC2)nc1C	·	·	·	-0.3%	13%	-4%	3.2%	·	i	-0.3%
C/C(=N\NC(=O)c1c(Br)c(C)nn1C)c1cccc(NC(=O)c2ccccc2F)c1	-1.3%	-7	-20	-0.1%	6%	-4%	1.5%	-7.9%	i	1.5%[50 µM]
COC(=O)c1cc(NC(=O)c2cc(-c3ccccc3Cl)oc2C(F)(F)F)ccc1N1CCOCC1	·	·	·	0.0%	8%	-1%	·	·	i	-1.5%
O=C(OCc1c(F)cccc1Cl)c1cnc(Cl)c(Cl)c1	·	·	·	0.4%	9%	-1%	1.7%	·	·	-0.9%
